FLuc inh: qHTS Assay for Inhibitors of Firefly Luciferase. Luciferin 4-monooxygenase (Photinus pyralis), P08659. purified firefly luciferase, luminescence, 8 min. Potency, µM (titrated, usually from 57.1 µM), inactives show top-dose activity change, negative = inhibition, hits mostly inhibitors. 2.2% of 72,000 active. AID 411, 2009; note: potency is the fitted concentration of half-maximal effect; % is set by controls: 0 for no effect and ±100 for the full control effect; nearly all actives have a fitted effect of over 40% in size
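Inhibition of light generation by firefly luciferase from ATP and luciferin was profiled with concentration-response curves per sample, ATP held at 10 uM within the enzyme's linear range. Plates were read by luminescence after an 8-minute ambient incubation.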
ERK AVP block: qHTS Assay for Inhibitors of the ERK Signaling Pathway using a Homogeneous Screening Assay; 0.99% of 72,000 active; Potency, µM (top dose mostly 57.5 µM), for the others: at the top dose activity, negative = inhibition, hits mostly inhibitors; HEK293-V1b, vasopressin-stimulated pERK AlphaScreen; note: potency is the fitted concentration of half-maximal effect; % is set by controls: 0 for no effect and ±100 for the full control effect; nearly all actives have a fitted effect of over 55% in size
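V1b-HEK293 cells; cpd 30 min 37C; 25 nM vasopressin 5 min; lyse 10 min; AlphaScreen beads 5 hr RT. Normalized to DMSO basal and 25 nM vasopressin; AC50 by Hill fit.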
Rhodamine autofl: qHTS Assay for Spectroscopic Profiling in Rhodamine Spectral Region; AID 594, 2007; Rhodamine-region fluorescence, 547/598 nm, Tris buffer; stronger effect = higher value; 0.05% of 59,000 active; max dye-equivalent concentration, M; in the data active = max dye-equivalent concentration above about 11 nM; inconclusive = between about 1.1 nM and that limit
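Read-out is relative fluorescence at 547 nm excitation and 598 nm emission, expressed as dye-equivalent concentration using rhodamine standards on every plate. Each compound was profiled across a concentration series after 15 min in 100 mM Tris, pH 8.0.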
ALOX15 inhib: qHTS Assay for Inhibitors of 15-hLO (15-human lipoxygenase). purified 15hLO-1, xylenol orange hydroperoxide absorbance. Potency, µM (top dose mostly 57.1 µM), for the others: at the highest dose activity change, negative = inhibition, actives largely listed as inhibitors. 1.4% of 74,000 active. AID 887, 2007; note: potency is the fitted concentration of half-maximal effect; % is set by controls: 0 for no effect and ±100 for the full control effect; nearly all actives have a fitted effect of over 55% in size
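Quantitative HTS in 25 mM Hepes pH 7.5 containing 0.01% Triton X-100: human 15hLO-1 at 40 nM, arachidonic acid at 50 uM, 6 min turnover. Product quantified via ferrous oxidation/xylenol orange, 573:405 nm absorbance ratio.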
TexasRed autofl: qHTS Assay for Spectroscopic Profiling in Texas Red Spectral Region; max dye-equivalent concentration, M; Compound fluorescence, Texas Red channel, 547/618 nm; stronger effect = higher value; 0.06% of 59,000 active; in the data active = max dye-equivalent concentration above about 10 nM; inconclusive = between about 1.1 nM and that limit
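Fluorescence at ex 547/em 618 nm, normalized against an on-plate Texas Red standard series to give dye-equivalent concentration per compound concentration. Buffer 100 mM Tris, pH 8.0; 15 min RT incubation before CCD imaging.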
HBB splicing: qHTS Assay for Modulators of Hemoglobin Beta Chain Splicing | 0.06% of 65,000 active | HBB splicing reporter cell assay, activation; EGFP reporter with mutant IVS2-654 intron; response scale: normalised to 500 nM splice-correcting PNA | Potency, µM (top dose mostly 46.1 µM), inactives show top-dose activation, usual class: activators; note: potency is the fitted concentration of half-maximal effect; 0% is about no effect
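HeLa cells stably expressing EGFP interrupted by mutant beta-globin intron 2 (IVS2-654), 500/well in 2% FCS. Treated with compound for 2 days at 37C. Splicing correction scored as total well GFP intensity (488 nm excitation, 500-520 nm emission); 500 nM antisense PNA served as control.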
HADH2 inhib: qHTS Assay for Inhibitors of HADH2 (Hydroxyacyl-Coenzyme A Dehydrogenase, Type II); recombinant HADH2, NADH fluorescence, beta-hydroxybutyryl-CoA; Potency, µM (top dose mostly 57.1 µM), for inactives: at the highest dose activity change, negative = inhibition, hits mostly inhibitors; 3.4% of 73,000 active; note: potency is the fitted concentration of half-maximal effect; % is set by controls: 0 for no effect and ±100 for the full control effect; nearly all actives have a fitted effect of over 60% in size; many of its hits are not listed in these tables
Target sequence (Q99714 whole entry, looked up, one chain of several): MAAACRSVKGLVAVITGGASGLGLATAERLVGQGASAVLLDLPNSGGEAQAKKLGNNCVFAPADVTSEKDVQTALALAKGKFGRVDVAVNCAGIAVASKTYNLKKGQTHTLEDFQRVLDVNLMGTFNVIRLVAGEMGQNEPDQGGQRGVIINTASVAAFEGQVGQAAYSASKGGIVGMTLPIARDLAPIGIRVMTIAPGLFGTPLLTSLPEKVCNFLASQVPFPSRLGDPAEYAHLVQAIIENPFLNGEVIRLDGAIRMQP
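Read-out: 360 nm excitation, 450 nm emission, kinetic over 4 min. Conditions: His-tagged human HADH2 20 nM, pH 9.0 Tris with Tween-20, 1 mM NAD+, 90 uM beta-hydroxybutyryl-CoA.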
CRE-bla Fsk: Cell signaling CRE-BLA (Fsk stim); CHO CRE-bla reporter (cAMP response element driving beta-lactamase), forskolin EC10, beta-lactamase ratio; 2.5% of 71,000 active; Potency, µM (highest dose often 38.2 µM), for inactives: top-dose activity change, negative = inhibition, usual class: activators; AID 662, 2007; active = well fitted activation curve with a large enough effect in the signal ratio, with a control signal flat, not every such curve was filed as active; inconclusive = small, poorly fitted or top-dose-only effect, or effect the other way, or a change in a side signal; the % refers to the signal ratio; note: potency is the fitted concentration of half-maximal effect; % of control where 0% means no effect
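Reporter-gene assay: CHO cells with beta-lactamase behind cAMP responsive elements, co-treated with compound and EC10 NKH 477 for 3 hours at 37 degrees Celsius. Activity came from the 460/530 nm CCF4 emission ratio.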
Hsp90 Hop PPI: qHTS Assay for Disrupters of an Hsp90 Co-Chaperone Interaction; Hsp90 C-terminal peptide / TPR2A (Hop) interaction, human; AID 595, 2007; 0.44% of 71,000 active; Potency, µM (doses to about 57 µM), for inactives: top-dose activity change, negative = inhibition; AlphaScreen TPR2A-His6 binding biotin-Hsp90 C-terminal peptide; active = well fitted curve in either direction with a large enough effect; inconclusive = small, poorly fitted or top-dose-only effect, or another doubt; note: potency is the fitted concentration of half-maximal effect; % is set by controls: 0 for no effect and ±100 for the full control effect; many of its hits are not listed in these tables
Pol III holo inh: qHTS Assay for Inhibitors of DNA Polymerase III Holoenzyme System | reconstituted DNA polymerase III holoenzyme replication, biochemical | Potency, µM (titrated, usually from 57.1 µM), for the others: at the highest dose activity change, negative = inhibition | 0.25% of 71,000 active | AID 603, 2007; note: potency is the fitted concentration of half-maximal effect; % is set by controls: 0 for no effect and ±100 for the full control effect
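Reconstituted *E. coli* holoenzyme (0.35 nM Pol III, 1 nM beta, 154 nM SSB, 2 nM primase) was preincubated with compound for 15 min at RT. Synthesis on 1.4 nM ssM13Gori ran 35 min, then was stopped with PicoGreen/EDTA and read as dsDNA fluorescence.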
Tau fil binding: qHTS Assay for Tau Filament Binding. Microtubule-associated protein tau (Homo sapiens), P10636. recombinant tau filaments, thioflavin S fluorescence, 15 h; filaments grown with octadecylsulfate alongside compound. Potency, µM (top dose mostly 57.1 µM), without a hit: top-dose activity change, negative = inhibition. 2% of 71,000 active;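 note: potency is the fitted concentration of half-maximal effect; % is set by controls: 0 for no effect and ±100 for the full control effect; actives lower thioflavin S fluorescence by blocking filaments or displacing dye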
Target sequence (P10636 whole entry, looked up): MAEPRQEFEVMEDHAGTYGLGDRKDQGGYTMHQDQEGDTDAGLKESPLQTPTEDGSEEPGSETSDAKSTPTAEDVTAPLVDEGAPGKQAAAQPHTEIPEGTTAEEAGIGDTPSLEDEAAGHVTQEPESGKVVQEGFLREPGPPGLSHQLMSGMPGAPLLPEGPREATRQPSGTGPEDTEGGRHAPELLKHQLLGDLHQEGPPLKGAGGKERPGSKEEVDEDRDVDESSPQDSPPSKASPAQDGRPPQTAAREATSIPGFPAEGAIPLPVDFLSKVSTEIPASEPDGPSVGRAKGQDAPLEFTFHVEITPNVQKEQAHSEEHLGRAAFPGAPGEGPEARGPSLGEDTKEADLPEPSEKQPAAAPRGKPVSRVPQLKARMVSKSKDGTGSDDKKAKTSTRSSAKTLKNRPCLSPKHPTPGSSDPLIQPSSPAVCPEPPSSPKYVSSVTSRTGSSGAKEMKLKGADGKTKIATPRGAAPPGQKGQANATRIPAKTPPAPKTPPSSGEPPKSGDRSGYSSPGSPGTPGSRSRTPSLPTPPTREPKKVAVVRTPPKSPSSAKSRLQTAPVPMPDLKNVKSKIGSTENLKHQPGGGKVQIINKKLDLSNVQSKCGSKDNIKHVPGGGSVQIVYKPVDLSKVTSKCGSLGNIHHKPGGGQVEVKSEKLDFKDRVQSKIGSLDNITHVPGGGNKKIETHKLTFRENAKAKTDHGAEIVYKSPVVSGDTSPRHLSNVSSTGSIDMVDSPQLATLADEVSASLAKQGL
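Quantitative HTS: thioflavine S signal from ODS-induced tau filaments, excited at 450 nm, emission 510 nm. Conditions: 1 uM tau, 30 uM ODS, 15 h at 37 C, pH 7.4.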
* = called active by the depositor; i = inactive; u = inconclusive; x = not tested or not shown; [ ] = dose if it differs, or a comment. Unless noted, calls come from the whole dose curve; as a rule, active = well fitted curve in the direction sought with a large enough effect; inconclusive = small, poorly fitted or top-dose-only effect, or another doubt; inactive = no such curve, though single readings can be large; an effect the other way counts as inactive or inconclusive.

Compound,FLuc inh,ERK AVP block,Rhodamine autofl,ALOX15 inhib,TexasRed autofl,HBB splicing,HADH2 inhib,CRE-bla Fsk,Hsp90 Hop PPI,Pol III holo inh,Tau fil binding
COc1ccc(-c2noc(CSc3nc4ccccc4c(=O)n3-c3ccccc3)n2)cc1,0%,-5%,i,0%,u,0.1%,24%,3%,-2%,-5%,8%
O=C1CC2(CON=C2c2ccc(F)cc2)C(=O)N1c1ccc(F)cc1 (stereo not given),-4%,7%,i,0%,i,-0.2%,-8%,-2%,-3%,-14%,-8%
COc1ccc(-n2nc3cc(C)c(N)c(Br)c3n2)cc1,4µM*,32µM*,i,16µM*,i,-0.4%,7.9µM*,u,0%,-10%,20µM*
COc1ccccc1N=c1oc2cc(O)ccc2cc1C(N)=O,7.9µM*,-6%,i,u,u,0.8%,10%,u,-12%,-6%,74%
O=C(Nc1ccc2snnc2c1)N1CCSCC1,-4%,-21%,x,-2%,x,-0.4%[9.22 µM],-4%,3%,-2%,-6%,-2%
NC(=O)CC1(CC(=O)O)CCCCC1,4%,3%,i,5%,i,-0.5%[57.5 µM],5%,-2%,-4%,-4%,9%
Cc1ccccc1-n1c(C)nc2ccccc21,1%,12%,x,10%,x,3.4%,-2%,18%,-5%,0%,9%
Cn1c2c(c(=O)n(C)c1=O)C(NC(=O)c1ccco1)(C(F)(F)F)C(=O)N2 (stereo not given),1%,-10%,i,2%,i,1.9%[0.369 µM],-9%,4%,-5%,-1%,-5%
CCOC(=O)C1CCCN(c2nc(C)nc3c2oc2ccccc23)C1 (stereo not given),1%,8%,i,0%,i,-1.1%,-4%,1%,0%,-9%,5%
O=C(CSc1nc2ccccc2c(=O)[nH]1)Nc1ccc(S(=O)(=O)N2CCCC2)cc1,-9%,2%,i,-11%,i,x,13%,u,-6%,-1%,-1%
Cc1nnc2ccc(N3CCC4(CC3)OCCO4)nn12,1%,0%,i,-1%,i,-1.2%,-1%,0%,-1%,-4%,0%
N#CC1(c2ccccc2)CCCN1C(=O)c1ccco1 (stereo not given),0%,-8%,x,8%,x,-0.1%,-7%,2%,1%,0%,-8%
N=C1C(c2nc3ccccc3[nH]2)=C(O)CN1c1ccccc1,-9%,-15%,i,11%,u,-0.6%,u,11%,3%,-6%,-2%
O=c1c2cc3c(=O)n(CC4CCCO4)c(=O)c3cc2c(=O)n1CC1CCCO1 (stereo not given),1%,-1%,i,3%,i,-1.4%,6%,-1%,2%,6%,6%
CC(=O)Nc1ccc(Oc2nc(C)cc(C)n2)cc1,1%,3%,i,11%,u,-1.4%,6%,5%,-3%,-10%,1%
Cn1c(N)c(C(=O)COC(=O)c2ccc3c(c2)OCCO3)c(=O)n(C)c1=O,-1%,14%,i,7%,u,-0.7%,10%,u,-3%,-1%,42%
COc1ccc(S(=O)(=O)Nc2ccc(S(=O)(=O)N3CCOCC3)cc2)cc1C,1%,-8%,i,-8%,i,0.8%,5%,u,-2%,2%,0%
COc1ccc(C(=O)N=c2nc3ccccn3s2)cc1,0.5µM*,0%,i,3%,i,0.5%[57.5 µM],-10%,0%,-2%,-1%,-6%
O=C(Cc1c(O)c2ccccc2[nH]c1=O)NCc1ccccc1F,2%,-10%,i,6%,i,-0.2%[57.5 µM],u,-10%,-1%,1%,-6%
CC(C(=O)NCC1(c2ccccc2)CCCC1)N1CCCC1 (stereo not given),0%,20%,i,17%,i,x,15%,-5%,50%,3%,-22%
Cn1c(=O)c2c(nc(CN3CCN(Cc4ccccc4)CC3)n2Cc2cccc(Cl)c2)n(C)c1=O,-7%,x,x,u,x,-1.1%,-16%,u,-6%,-1%,93%
COc1cc(CCC(=O)Nc2cc(Cl)ccc2N2CCN(C)CC2)cc(OC)c1OC,0%,-5%,i,7%,u,-3.2%,3%,u,-11%,0%,7%
CC12CC(NC(=O)N1c1cccc(C(=O)N3CCN(c4ccccn4)CC3)c1)c1ccccc1O2 (stereo not given),5%,-15%,i,4%,i,-0.9%,1%,-2%,-2%,5%,5%
CCOc1ccccc1N(C(=O)c1snc(C(N)=O)c1N)C(C(=O)NCCC(C)C)c1ccco1 (stereo not given),-5%,21%,i,-19%,i,-0.5%[57.5 µM],9%,-5%,44%,-6%,-2%
O=C1OC(N2CCN(c3ccccn3)CC2)c2ccccc21 (stereo not given),-1%,10%,i,1%,i,-0.3%[57.5 µM],1%,-8%,-1%,-2%,12%

Laid out differently: results already given.
> COc1ccc(-c2noc(CSc3nc4ccccc4c(=O)n3-c3ccccc3)n2)cc1
  FLuc inh: 0%	ERK AVP block: -5%	Rhodamine autofl: i	ALOX15 inhib: 0%	TexasRed autofl: u	HBB splicing: 0.1%	HADH2 inhib: 24%	CRE-bla Fsk: 3%	Hsp90 Hop PPI: -2%	Pol III holo inh: -5%	Tau fil binding: 8%
> O=C1CC2(CON=C2c2ccc(F)cc2)C(=O)N1c1ccc(F)cc1 (stereo not given)
  FLuc inh: -4%	ERK AVP block: 7%	Rhodamine autofl: i	ALOX15 inhib: 0%	TexasRed autofl: i	HBB splicing: -0.2%	HADH2 inhib: -8%	CRE-bla Fsk: -2%	Hsp90 Hop PPI: -3%	Pol III holo inh: -14%	Tau fil binding: -8%
> COc1ccc(-n2nc3cc(C)c(N)c(Br)c3n2)cc1
  FLuc inh: 4µM*	ERK AVP block: 32µM*	Rhodamine autofl: i	ALOX15 inhib: 16µM*	TexasRed autofl: i	HBB splicing: -0.4%	HADH2 inhib: 7.9µM*	CRE-bla Fsk: u	Hsp90 Hop PPI: 0%	Pol III holo inh: -10%	Tau fil binding: 20µM*

(list continues)
Compound,FLuc inh,ERK AVP block,Rhodamine autofl,ALOX15 inhib,TexasRed autofl,HBB splicing,HADH2 inhib,CRE-bla Fsk,Hsp90 Hop PPI,Pol III holo inh,Tau fil binding
O=C(O)C1[C@H]2C(=O)N(C3CCCC3)C[C@]23C=C[C@H]1O3 (stereo not given in full),2%,2%,i,4%,i,-1.6%[57.5 µM],3%,18%,-7%,3%,0%
Cc1cccc(NC(=O)C(C)Oc2ccccc2C)n1 (stereo not given),0%,-1%,i,-4%,i,-0.6%,7%,-2%,7%,-5%,-4%
Cc1ccc(-c2nnn(CC(=O)Nc3ccc4nn(-c5ccccc5)nc4c3)n2)o1,2%,11%,i,19%,i,0.2%[57.5 µM],-4%,0%,-2%,-3%,3%
COc1ccc(C2C3=C(CCCC3=O)Nc3nc(SCc4ccccc4)nn32)cc1OC (stereo not given),3%,u,i,-17%,i,3.8%,u,u,-2%,-2%,9%
COc1ccc(C2C3=C(CC(C)(C)CC3=O)Oc3ncn(CCCn4ccnc4)c(=N)c32)cc1 (stereo not given),0%,-18%,i,10%,i,1.2%[0.369 µM],-3%,u,-13%,-2%,3%
CCn1c(=O)cc(N2CCC3(CC2)OCCO3)[nH]c1=O,-3%,x,x,3%,x,0.2%,-28%,-6%,-1%,-1%,-5%
CC(C)NC(=O)c1ccc2c(c1)N(CC(=O)N1CCOCC1)C(=O)C(C)(C)O2,4%,19%,i,1%,i,-0.3%,-1%,-2%,-2%,0%,9%
COC(=O)c1cccc(NC(=O)CSc2nnc(COc3ccccc3)n2C)c1,0%,-19%,i,-9%,u,3.1%,10%,-4%,-1%,-1%,-9%
O=C(CCCC(=O)N(CC(=O)NC1CCCCC1)CC1CCCO1)Nc1ccccn1 (stereo not given),0%,6%,i,8%,i,x,4%,2%,4%,-3%,3%

Profiles, looked up by structure. Order of screens: FLuc inh, ERK AVP block, Rhodamine autofl, ALOX15 inhib, TexasRed autofl, HBB splicing, HADH2 inhib, CRE-bla Fsk, Hsp90 Hop PPI, Pol III holo inh, Tau fil binding
Results for COc1ccc(C2C3=C(CCCC3=O)Nc3nc(SCc4ccccc4)nn32)cc1OC (stereo not given) : 3%, u, i, -17%, i, 3.8%, u, u, -2%, -2%, 9%
Results for Cc1cccc(NC(=O)C(C)Oc2ccccc2C)n1 (stereo not given) : 0%, -1%, i, -4%, i, -0.6%, 7%, -2%, 7%, -5%, -4%

Screens (PubChem)

A portion of the library; the hit share may differ from the screen's.
